From PubChem BioAssay
PLC-gamma1 inh: blocks human PLC-gamma1 enzyme activity; 370,000 compounds, 0.84% hits; purified PLC-gamma1, fluorogenic substrate, fluorescence; inhibition, % at 12.2 µM; P19174; in the data active = inhibition above about 9.5%
PLCb3 inh: blocks human PLC-beta3 enzyme activity; Q01970; Purified PLC-beta3, fluorogenic substrate, fluorescence; inhibition, % at 12.2 µM; 370,000 compounds, 0.18% hits; in the data active = inhibition above about 11%;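 note: 0% = median of compound wells on plate and 100% = full blocker control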
FXN GAA850 act: activators of GAA850 frataxin (FXN) promoter. HEK293 lucGAA850 FXN promoter luciferase reporter, 24 h; percent of 10 µM SAHA response. activation, % at 6 µM. 360,000 compounds, 0.56% hits. AID 540364;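 active = activation above the average of all compounds screened plus 3 SD, cutoff fixed separately per campaign, cut at about 7.5% in these data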;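 note: 0% = DMSO wells and 100% = 10 µM SAHA wells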
ssDAF12 agonist: activates DAF-12 receptor from parasite S. stercoralis | AID 652126 | 370,000 compounds, 1% hits | HEK293 ssDAF-12/GRIP1 lit1-tk-luc reporter, luminescence; % of 3 µM dafachronic acid response | activation, % at 6.8 µM;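 active = activation above the mean over all tested compounds plus 3 SD, cut at about 0.9% in these data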;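 note: 0% = DMSO-only wells and 100% = 3 µM delta7-dafachronic acid wells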
ADAM17 inh: inhibits human ADAM17; recombinant ADAM17, EDANS/DABCYL FRET peptide cleavage; 370,000 compounds, 0.83% hits; AID 720648; inhibition, % at 6.95 µM; P78536;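 active = inhibition above the mean of compounds lying between control limits plus 3 SD, set per campaign, cut at about 8.5% in these data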;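 note: 0% = DMSO-only wells as the low control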
ADAM10 inh: inhibitors of human ADAM10; O14672; inhibition, % at 7 µM; AID 720582; recombinant ADAM10, EDANS/DABCYL FRET peptide cleavage, 3 h; 370,000 compounds, 0.62% hits;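 active = inhibition above a per-campaign cutoff equal to the mean of compounds falling between control-based bounds plus 3 SD, cut at about 20% in these data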;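 note: 0% = DMSO wells while the 100% control is not disclosed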
Target sequence (O14672 214-748 limits assumed): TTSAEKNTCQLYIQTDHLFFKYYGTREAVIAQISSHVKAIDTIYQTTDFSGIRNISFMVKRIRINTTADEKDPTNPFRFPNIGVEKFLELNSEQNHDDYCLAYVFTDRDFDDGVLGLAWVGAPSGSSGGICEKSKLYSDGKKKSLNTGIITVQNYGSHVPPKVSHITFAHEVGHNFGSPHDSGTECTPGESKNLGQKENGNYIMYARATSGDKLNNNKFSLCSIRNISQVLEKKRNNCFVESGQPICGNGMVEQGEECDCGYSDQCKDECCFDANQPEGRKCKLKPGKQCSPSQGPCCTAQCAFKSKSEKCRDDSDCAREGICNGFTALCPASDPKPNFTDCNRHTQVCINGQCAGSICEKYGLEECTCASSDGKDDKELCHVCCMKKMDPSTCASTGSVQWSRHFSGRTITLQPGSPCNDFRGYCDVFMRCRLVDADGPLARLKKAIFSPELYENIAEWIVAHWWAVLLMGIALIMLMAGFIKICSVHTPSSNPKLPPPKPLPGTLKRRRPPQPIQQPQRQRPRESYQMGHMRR
DAX1 inh-1: NR0B1 (DAX1) inhibition. P51843. HEK293 Gal4-DAX1 luciferase reporter, luminescence. inhibition, % at 6.75 µM. 340,000 compounds, 0.99% hits. AID 504766;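 active = inhibition above the mean over all tested compounds plus 3 SD, cut at about 4.2% in these data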;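 note: 0% = DAX1-transfected cells with DMSO and 100% = empty-vector control cells with DMSO; inhibition shows as a rise in luminescence from relieved DAX1 repression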
hgDAF12 agonist: agonists of H. glycines DAF-12 nuclear receptor. HEK293 GAL4-hgDAF12 UAS-luciferase reporter, agonist luminescence; normalized to butyrate control. activation, % at 6.8 µM. 370,000 compounds, 1.8% hits;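 active = activation above a cutoff set at the mean of all screened compounds plus 3 SD, cut at about 10% in these data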;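 note: 0% = DMSO wells and 100% = sodium butyrate wells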
DAX1 inh-2: blocks DAX1 repression of SF-1 activated StAR promoter; AID 652010; inhibition, % at 6.8 µM; HEK293T StAR-luciferase reporter, SF-1/DAX-1 repression relief; 370,000 compounds, 1.1% hits;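 active = inhibition above the mean over all tested compounds plus 3 SD, cut at about 3.6% in these data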;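 note: 0% = DAX-1 cells with DMSO and 100% = cells lacking DAX-1 with DMSO; higher inhibition means more luminescence from relief of DAX-1 repression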
hcDAF-12 act: H. contortus DAF-12 activation, primary screen. activation, % at 6.8 µM. HEK293 hcDAF-12 lit1-tk-luc reporter, luminescence; 0% DMSO, 100% Δ7-dafachronic acid. 370,000 compounds, 1.4% hits;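 active = activation above the mean of all tested compounds plus 3 SD, cut at about 5.5% in these data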;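 note: 100% = response to 3 µM Δ7-dafachronic acid high control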
HGIII-sPLA2 inh: Inhibits HGIII-sPLA2 liposome hydrolysis, primary screen | 370,000 compounds, 0.56% hits | AID 743126 | Q9NZ20 | QFRET BODIPY PC-A2 liposome hydrolysis, fluorescence | inhibition, % at 12.2 µM;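 active = inhibition above mean plus 3 SD of compounds lying within the high and low control bounds, cut at about 19% in these data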;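 note: 0% = median of test compound wells and 100% = no enzyme DMSO wells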
Target sequence (Q9NZ20 whole entry, looked up): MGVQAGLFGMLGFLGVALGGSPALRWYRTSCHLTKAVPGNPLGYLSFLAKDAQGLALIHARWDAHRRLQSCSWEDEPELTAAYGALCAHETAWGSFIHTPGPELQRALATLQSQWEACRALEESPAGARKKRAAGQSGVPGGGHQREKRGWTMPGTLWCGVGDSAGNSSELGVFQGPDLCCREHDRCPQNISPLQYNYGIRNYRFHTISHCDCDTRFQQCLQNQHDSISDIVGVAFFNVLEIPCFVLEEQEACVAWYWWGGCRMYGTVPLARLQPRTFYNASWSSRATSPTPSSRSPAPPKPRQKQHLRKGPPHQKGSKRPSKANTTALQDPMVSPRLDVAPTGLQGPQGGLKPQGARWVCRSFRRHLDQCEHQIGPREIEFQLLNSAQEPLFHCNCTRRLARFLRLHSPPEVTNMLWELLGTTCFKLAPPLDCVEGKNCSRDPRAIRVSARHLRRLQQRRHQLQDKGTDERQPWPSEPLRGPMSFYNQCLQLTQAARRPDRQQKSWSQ
* marks the source's active call; other numbers are inactive results; . = no result given. Compounds as they come; 6.9% or so of the library scored in one or more.

SMILES | PLC-gamma1 inh | PLCb3 inh | FXN GAA850 act | ssDAF12 agonist | ADAM17 inh | ADAM10 inh | DAX1 inh-1 | hgDAF12 agonist | DAX1 inh-2 | hcDAF-12 act | HGIII-sPLA2 inh
O=S(=O)(Nc1nc2ccccc2nc1Nc1ccc2c(c1)OCO2)c1ccc(F)cc1 | -7 | -11 | 1.8 | -1.5 | -3 | -21 | -1.0 | -1.3 | 0.2 | 4.1 | -4
Cc1cc2nc(C3CCCN(C(=S)Nc4ccccc4)C3)[nH]c2cc1C (stereo unspecified) | 2 | 1 | -4.0 | -2.2 | -2 | -3 | -3.0 | -6.9 | -1.6 | -3.0 | -4
CCC1CCc2sc(C(=O)N(C)CC(=O)Nc3cccc(OC)c3)cc2C1 (stereo unspecified) | -2 | -9 | 0.6 | -1.5 | 4 | 11 | -0.6 | -2.5 | -2.3 | 0.4 | -31
CCOC(=O)c1ccc(NC(=O)CSc2nnc(COc3ccccc3OC)n2CC)cc1 | -3 | 6 | -1.6 | -1.2 | -5 | -16 | 0.1 | -1.3 | 0.3 | -1.9 | 8
C[C@H]1CN([C@@H](C)CO)C(=O)CCCn2nncc2CO[C@H]1CN(C)C(=O)Nc1ccc(N2CCCCC2)cc1 | -4 | -7 | -0.6 | -0.5 | -1 | -9 | 0.4 | -2.0 | -0.6 | 0.1 | 15
Oc1c(C(Nc2nc3ccccc3s2)c2ccco2)ccc2cccnc12 (stereo unspecified) | -12 | -21 | -3.1 | -1.1 | 4 | 12 | -1.4 | -8.6 | -1.4 | 1.4 | 34*
COc1ccc(-n2c(SCC(=O)Nc3nccs3)nnc2-c2ccoc2C)cc1 | 1 | 3 | -0.1 | -1.1 | 0 | 6 | 0.7 | -1.7 | -1.0 | -1.8 | -10
CC(=O)Nc1c(C(=O)O)[nH]c2ccccc12 | -2 | -1 | -1.7 | 0.8 | -3 | -5 | -0.4 | -0.6 | -0.3 | 6.1* | 15
COC(=O)c1ccc(NS(=O)(=O)c2ccc3c(c2)n(C)c(=O)n3C)cc1 | 2 | -1 | 1.4 | -1.2 | -2 | 2 | 0.3 | -0.3 | 0.0 | -2.7 | 0
COc1ccc(C(=O)Nc2nncs2)cc1S(=O)(=O)N1CC(c2ccccc2)CC1=O (stereo unspecified) | -4 | -7 | 2.9 | -0.5 | 2 | -10 | 8.0* | -3.6 | 0.5 | -1.9 | -6
CCCCc1ccc(-c2csc(/C(C#N)=C\c3ccco3)n2)cc1 | -11 | -7 | 1.5 | -1.4 | 1 | 4 | -0.5 | 1.3 | 0.2 | 1.2 | -2
COCCNC(=O)C1CCCN(C(=O)c2ccc(F)c(C)c2)CC1 (stereo unspecified) | 0 | 1 | 0.6 | -1.0 | 1 | -7 | . | 3.2 | 1.0 | 1.0 | 4
CC(=O)Oc1cccc(N2C(=O)C3C(C2=O)C2C=CC3C23CC3)c1 (stereo unspecified) | 0 | -1 | 0.2 | -0.5 | -10 | 3 | 0.3 | -0.5 | -0.1 | -1.8 | 1
O=C(CN1CCN(Cc2ccccc2)CC1)NCc1ccccc1Cl | 1 | -1 | 2.0 | -1.4 | -1 | -5 | -1.0 | -1.4 | -0.2 | -0.6 | 0
Cc1cc(C(F)(F)F)nn1Cc1n[nH]c(=S)n1-c1ccc(F)cc1 | 0 | 3 | 0.6 | -1.2 | 0 | 4 | 0.1 | 0.6 | -0.1 | -1.4 | 15
O=c1[nH]nc(-c2ccc(F)cc2)cc1Cc1ccc(F)cc1 | 0 | -9 | 1.4 | -1.1 | -1 | 4 | 1.7 | -1.9 | -0.6 | -0.9 | -8
Cc1c(O)ccc(NS(=O)(=O)c2ccccc2)c1C | 0 | -1 | 0.9 | -0.7 | 0 | 2 | -0.1 | -0.7 | -0.1 | -1.4 | -4
COc1ccc2c(c1OC)C(=O)N(c1cccc(C)c1)C2=O | -1 | -2 | 4.3 | -0.8 | -3 | -10 | -0.6 | 3.0 | -0.7 | -1.0 | -5
Cc1ccccc1NC(=O)CSc1nnc2ccc(-c3ccncc3)nn12 | -24 | -22 | -1.8 | -0.6 | -2 | -4 | 0.2 | 3.2 | -1.4 | -1.4 | -1
CNCC(O)Cn1c2c(c3ccccc31)CCCC2 (stereo unspecified) | 8 | -1 | -0.4 | 6.8* | 2 | -1 | 0.9 | -0.1 | 0.5 | -1.7 | -2
CCN(CC)S(=O)(=O)c1ccc(N2CCOCC2)c(NC(=O)C(C)Oc2ccc(F)cc2)c1 (stereo unspecified) | -15 | -28 | 0.7 | 0.0 | -2 | -13 | 1.1 | -1.3 | 0.1 | -1.8 | 0
O=C(NC1CCCCCCC1)c1ccc(F)cc1 | 2 | 2 | 5.2 | -0.2 | -1 | 8 | 2.1 | 11* | 1.8 | 3.5 | 3
Cc1ccc2cc(C#N)c(NCc3ccccc3)nc2c1 | -25 | -36 | 0.9 | -1.8 | -22 | -75 | -0.2 | -2.4 | 0.8 | 0.0 | 6
O=C(NCC1c2ccccc2CCN1C(=O)CN1CCOCC1)C1CCCCC1 (stereo unspecified) | -2 | -1 | 2.1 | -1.1 | -1 | 0 | -1.0 | 2.9 | 0.6 | -1.4 | -2
N#CC(C(=O)NCCc1ccccc1)c1nc2ccccc2nc1N1CCCCC1 (stereo unspecified) | -6 | -7 | 3.3 | -0.9 | -4 | -8 | 0.8 | -0.1 | -0.2 | 0.2 | -2

Other structures follow.
SMILES | PLC-gamma1 inh | PLCb3 inh | FXN GAA850 act | ssDAF12 agonist | ADAM17 inh | ADAM10 inh | DAX1 inh-1 | hgDAF12 agonist | DAX1 inh-2 | hcDAF-12 act | HGIII-sPLA2 inh
CCCN(CCC)c1ccc(C(O)c2nnc(-c3ccccc3)o2)cc1 (stereo unspecified) | 2 | 0 | 0.6 | -1.5 | 0 | 0 | 0.8 | -0.8 | 0.1 | 1.1 | 0
COC(=O)C1CCN(C(=O)NC(C)(C)C)CC1 | 1 | 6 | 1.5 | -0.4 | 3 | -10 | 0.2 | 1.6 | 0.5 | -1.4 | 11
C[C@H](CO)N1C[C@H](C)[C@@H](CN(C)C(=O)c2ccc(N3CCN(C)CC3)cc2)OCc2cnnn2CCCC1=O | 0 | 1 | . | 0.0 | -2 | -5 | . | -2.5 | 3.6 | 0.9 | 4
O=C(NC(c1ccc(-c2ccccc2)cc1)c1cnccn1)C1CCN(CCN2C(=O)c3ccccc3C2=O)CC1 (stereo unspecified) | 0 | 0 | 0.3 | -1.1 | -2 | -9 | . | -1.2 | -2.0 | 0.6 | -5
COc1cccc(-c2nn(-c3ccccc3)cc2CN(C)Cc2ccon2)c1 | 7 | 1 | 0.6 | -1.3 | 4 | 15 | 0.6 | -1.1 | -0.4 | -0.8 | -5
C[C@@H]1Cn2cnc(C(=O)NCc3ccc(CNC(=O)OC(C)(C)C)cc3)c2C(=O)N1 | 2 | 3 | 2.3 | -1.2 | 0 | -16 | 2.2 | -1.3 | -0.9 | 0.1 | 5
Oc1[nH]c2ccc(Br)cc2c1N=Nc1nn[nH]n1 | 4 | -6 | -0.8 | 0.3 | -1 | 7 | 1.9 | -0.7 | 0.3 | 0.9 | -6
Cc1ccccc1NC(=O)CSc1nc2ccccc2c2nc(CCn3cncc3C)nn12 | 2 | 5 | -3.5 | -0.9 | -1 | 0 | -2.3 | -1.0 | 0.2 | -3.1 | -4
Cc1ccc(OCCC(=O)OCC(=O)Nc2ccc(C)c(S(=O)(=O)N3CCOCC3)c2)cc1 | 0 | -5 | 3.4 | -1.2 | 9.1* | 0 | -0.2 | 1.0 | 3.7* | -0.1 | -18
COc1ccc(O)c(CN2CCN(C/C=C/c3ccccc3)CC2)c1 | -3 | 0 | 2.4 | -0.4 | -2 | 5 | 0.5 | 0.8 | 0.1 | -1.0 | -7
Cn1cc(C(=O)NCC2COc3ccccc3O2)c(=O)c2cc(S(=O)(=O)N3CCCCC3)ccc21 (stereo unspecified) | 2 | -3 | 1.1 | -1.0 | 7 | 1 | 0.6 | -1.2 | 0.3 | 1.0 | 1
O=C(Nc1cccc(S(=O)(=O)N2CCCC2)c1)c1cc(=O)[nH]c2ccccc12 | -22 | -37 | -0.2 | -1.4 | -8 | -36 | 0.9 | 0.6 | 0.0 | -1.1 | -6
CCOC(=O)c1ccc(NC(=S)N(CCCN2CCN(CC)CC2)Cc2cccs2)cc1 | 1 | 2 | 0.7 | -1.8 | 3 | 1 | 0.7 | 0.4 | 0.7 | -1.8 | -12
CC(C)C(C(=O)OCC(=O)c1ccccc1)N1C(=O)C2C3C=CC(C3)C2C1=O (stereo unspecified) | 1 | 3 | 0.5 | -1.2 | 1 | 3 | 0.1 | -4.0 | 0.1 | -0.9 | -3
C[C@@H]1COc2cc(N(C)CCO)ccc2S(=O)(=O)N1 | -1 | -1 | . | -1.6 | -5 | -12 | . | 1.3 | 2.4 | -0.2 | 7
COc1cccc2c1OC1(C)CC2NC(=O)N1Cc1ccccc1 (stereo unspecified) | 0 | 0 | -2.2 | -1.2 | -6 | -10 | 3.2 | 0.3 | -0.6 | -1.8 | -3
CN(C)CCNC(=O)Nc1ccc(Cl)c(Cl)c1 | 1 | 2 | -1.5 | -0.5 | -3 | -4 | 1.9 | 0.5 | 0.5 | 1.0 | -9
CC(C)(C)OC(=O)C[C@H]1C/C=C\C[C@@H](CC(=O)N[C@@H](CO)Cc2ccccc2)C(=O)N2CCC[C@@H]2COC1=O | 0 | 4 | 0.4 | -1.5 | 2 | -1 | 0.4 | 1.3 | -0.3 | -2.1 | -4
Cc1cc(C)c(C(=O)COC(=O)c2cccc(S(=O)(=O)NCc3ccccc3)c2)cc1C | 2 | -1 | 3.1 | -1.1 | 7 | 12 | 0.3 | -1.7 | -0.5 | -1.9 | -29
Cc1cc[n+]2cc(-c3cccc([N+](=O)[O-])c3)c(-c3cccc([N+](=O)[O-])c3)cc2c1 | 2 | -1 | -0.2 | -0.4 | -7 | 3 | 0.4 | -1.1 | -0.7 | -0.8 | 19
COc1ccccc1C1(O)CCN(CC(=O)Nc2c(C)nn(C)c2C)CC1 | 1 | 0 | -0.5 | -1.1 | 5 | -4 | 0.0 | -1.8 | 0.5 | -2.5 | 4
O=C(Nc1nnc(-c2ccco2)s1)C1CCN(S(=O)(=O)c2ccc(Cl)cc2)CC1 | -2 | -5 | -2.5 | -1.3 | -3 | -9 | 0.3 | -3.0 | -0.1 | 0.9 | -3
CCOc1ccc(S(=O)(=O)Nc2ccc3c(c2)OCO3)cc1 | 2 | -6 | 0.8 | -1.0 | -2 | 0 | -1.1 | 2.2 | -0.6 | -3.5 | -6
CCS(=O)(=O)N1CCC(C(=O)Oc2ccc(Cl)cc2)CC1 | 0 | -4 | -0.1 | -1.3 | -4 | 0 | -0.7 | -0.7 | -0.1 | 0.1 | -6
